Compound activity: PubChem, National Center for Advancing Translational Sciences (NCATS)
PLK1 PBD inh: PLK1 (human) polo-box domain binding inhibition. Potency, µM, inactives show max response, negative = inhibition, actives largely listed as inhibitors. P53350. AID 720504. hit rate 2.8% among 360,000. Plk1 PBD binding of FITC phosphopeptide, fluorescence polarization; also: potency is read from the fitted curve at half-maximal effect; series mostly up to about 57 µM; % is scaled to controls: 0 for no effect and ±100 for the full control effect; nearly all actives have a fitted effect of over 65% in size
GLP1R inv ag: inverse agonists of human GLP-1 receptor; P43220; HEK293 GLP-1R CRE-luciferase, luminescence, 24 h; GLP-1R form is constitutively active; Potency, µM (titrated, usually from 38.3 µM), for inactives: at the top dose activity change, negative = inhibition, actives largely listed as inhibitors; hit rate 1.6% among 410,000; AID 624417; also: potency is read from the fitted curve at half-maximal effect; % is scaled to controls: 0 for no effect and ±100 for the full control effect; nearly all actives have a fitted effect of over 55% in size
Target sequence (P43220 whole entry, looked up): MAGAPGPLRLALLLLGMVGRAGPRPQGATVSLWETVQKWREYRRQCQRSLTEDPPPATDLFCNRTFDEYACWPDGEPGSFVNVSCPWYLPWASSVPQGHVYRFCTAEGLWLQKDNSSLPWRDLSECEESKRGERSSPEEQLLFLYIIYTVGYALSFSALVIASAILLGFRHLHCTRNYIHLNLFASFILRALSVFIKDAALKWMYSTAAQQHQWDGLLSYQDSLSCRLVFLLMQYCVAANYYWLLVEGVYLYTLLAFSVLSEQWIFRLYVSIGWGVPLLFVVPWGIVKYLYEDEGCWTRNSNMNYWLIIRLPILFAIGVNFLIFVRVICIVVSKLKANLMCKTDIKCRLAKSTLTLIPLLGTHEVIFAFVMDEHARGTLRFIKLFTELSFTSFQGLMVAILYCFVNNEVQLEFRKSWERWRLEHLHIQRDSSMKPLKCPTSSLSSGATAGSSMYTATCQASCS
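HEK293 cells stably co-expressing a cAMP-responsive luciferase reporter and constitutively active GLP-1R were seeded, incubated 12 h, then exposed to compounds for 24 h at 37 C. Luminescence was read 12 min after detection reagent; inverse agonists lower signal.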
EPAC1 agonist: activates human EPAC1 exchange factor; O95398; EPAC1 agonist qHTS, biochemical assay; response scale: 100% = response to 6.5 mM cAMP; Potency, µM (series often up to 154 µM), for inactives: at the top dose activation, most hits filed as activators; hit rate 0.073% among 360,000; AID 720707; also: potency is read from the fitted curve at half-maximal effect; nearly all actives have a fitted effect of over 60% in size
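Fluorescent GDP-exchange assay: 100 nM EPAC1 with 250 nM Rap1B preloaded with BODIPY-GDP and 50 uM GDP; compounds tested as concentration series, 5 min at room temperature, then read every 5 min for 30 min (ex 480/em 540 nm); normalized to 6.5 mM cAMP.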
EPAC1 antag: antagonists of human EPAC1; O95398; EPAC1 GEF assay, Rap1b-BODIPY-GDP exchange fluorescence; Potency, µM (top dose mostly 115 µM), inactives show top-dose activity change, negative = inhibition, hits mostly inhibitors; hit rate 0.14% among 360,000; AID 720709;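 also: potency is read from the fitted curve at half-maximal effect; plate controls were vehicle for no effect and positive control for full effect; nearly all actives have a fitted effect of over 50% in size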
PI5P4Ka inh: inhibitors of human PI5P4K alpha | P48426 | PI5P4Kalpha enzyme, ADP-Glo luminescence, 60 min; stronger effect = lower value | max response, % | hit rate 1.2% among 330,000; active = max response of -50% or lower; inconclusive = between -30% and -50%; inactive = -30% or higher; also: value at the top dose of about 77 µM; % is scaled to controls: 0 for no effect and ±100 for the full control effect
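Enzyme plus substrate dispensed, test compounds pinned in, then ATP (5 microM final) added. After 60 min at RT, ADP-Glo reagent 1 for 45 min and reagent 2 for 30 min preceded luminescence imaging.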
PTHR1 ag: PTHR1 (human) receptor agonism | Q03431 | HEK293 GP2 PTHR1 cells, GloSensor cAMP luminescence, 1 h | hit rate 0.075% among 410,000 | Potency, µM (highest dose often 115 µM), without a hit: at the highest dose activation, usual class: activators; also: potency is read from the fitted curve at half-maximal effect; nearly all actives have a fitted effect of over 55% in size; some results filed as inactive show a strong effect at the top dose; inactives centre near -15; many of its hits are not listed in these tables
Target sequence (Q03431 whole entry, looked up): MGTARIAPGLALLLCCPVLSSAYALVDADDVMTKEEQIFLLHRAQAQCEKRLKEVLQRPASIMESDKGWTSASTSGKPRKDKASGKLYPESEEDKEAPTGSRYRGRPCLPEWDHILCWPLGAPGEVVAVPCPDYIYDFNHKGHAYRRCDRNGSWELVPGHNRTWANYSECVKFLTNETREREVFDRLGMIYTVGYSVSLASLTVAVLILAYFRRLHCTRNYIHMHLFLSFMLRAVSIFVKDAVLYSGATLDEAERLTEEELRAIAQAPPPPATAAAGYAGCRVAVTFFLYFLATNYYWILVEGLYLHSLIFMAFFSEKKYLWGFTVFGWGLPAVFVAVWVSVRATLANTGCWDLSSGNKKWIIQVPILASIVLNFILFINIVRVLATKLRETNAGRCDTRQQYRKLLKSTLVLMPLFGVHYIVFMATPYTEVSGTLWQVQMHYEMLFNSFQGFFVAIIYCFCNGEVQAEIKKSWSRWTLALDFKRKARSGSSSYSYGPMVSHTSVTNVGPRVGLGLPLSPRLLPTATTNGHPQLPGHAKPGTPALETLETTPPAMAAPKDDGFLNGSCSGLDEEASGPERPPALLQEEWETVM
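HEK-293-derived GP2 cells expressing PTHR1 and a GloSensor cAMP reporter, 3,000/well, plated overnight, given luciferin plus IBMX (each 0.5 mM as added) for 1 h at 37 °C, then compound for 1 h at 37 °C. Luminescence was read after 15 min at room temperature.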
HEK293 tox: cytotoxicity in counter-screen for GLP-1R inverse agonists | HEK293 cAMP-luciferase reporter cells, luminescence, 24 h | Potency, µM (doses to about 38.3 µM), without a hit: at the highest dose activity change, negative = inhibition, usual class: inhibitors | hit rate 0.13% among 410,000;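 also: loss of luciferase light is scored as toxicity; potency is read from the fitted curve at half-maximal effect; % is scaled to controls: 0 for no effect and ±100 for the full control effect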
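Luminescence readout: signal drop marks cytotoxicity. Plated cells grew 12 h at 37 °C, 5% CO2, received 23 nL compound for 24 h, then got luciferase reagent, read after 12 min at RT.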
GLP1R ag: activates the human GLP-1 receptor; HEK293 GLP-1R CRE-luciferase, luminescence, 4-6 h; cells express a hypersensitive GLP-1R form; Potency, µM (titrated, usually from 45.6 µM), inactives show at the highest dose activation, actives largely listed as activators; hit rate 0.007% among 380,000; also: potency is read from the fitted curve at half-maximal effect; % of control where 0% means no effect
IL2 activator: IL-2 activation. IL-2 activation reporter assay, cell-based qHTS; stimulated with anti-CD3/CD4/CD28 beads; in transgenic mouse T cells. activation, % (series mostly up to about 46 µM). hit rate 0.065% among 360,000; in the data active = activation above about 50%; inconclusive = mostly about 30% to 49%; also: 0% is about no effect
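EGFP and DsRed fluorescence is measured by plate cytometry in unstimulated transgenic mouse T cells exposed to compound for 60 minutes, then stimulated 18 hours at 37 degrees C with anti-CD3/anti-CD4 beads plus anti-CD28.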
The depositor's hits bear a star; [ ] = dose if it differs, or a comment. Unless noted, calls follow the shape of the dose curve; as a rule, active = well fitted curve in the direction sought with a large enough effect; inconclusive = small, poorly fitted or top-dose-only effect, or another doubt; inactive = no such curve, though single readings can be large; an effect the other way counts as inactive or inconclusive. The list is partial, so the mix of outcomes need not match the whole.

How did Cc1ccc(S(=O)(=O)N2CCC(C(=O)Nc3nnc(COc4ccccc4)s3)CC2)cc1 do in these assays?
PLK1 PBD inh: -8%; GLP1R inv ag: 4%; EPAC1 agonist: 14%; EPAC1 antag: 4%; PI5P4Ka inh: -1; PTHR1 ag: -26%; HEK293 tox: -14%; GLP1R ag: -16%; IL2 activator: -0.2

What do the screens show for `COc1cccc(NC(=O)CCCn2nc(C)c3c(C)n(-c4ccccc4)nc3c2=O)c1`?
PLK1 PBD inh: -9%; GLP1R inv ag: -32%; EPAC1 agonist: 5%; EPAC1 antag: 11%; PI5P4Ka inh: 3; PTHR1 ag: inactive; HEK293 tox: -6%; GLP1R ag: 4%; IL2 activator: 0.6

Results for COCCN(C(=O)CSc1nnc(-c2cccc(F)c2)n1N)c1c(N)n(CC(C)C)c(=O)[nH]c1=O ?
PLK1 PBD inh: -2%; GLP1R inv ag: 6%; EPAC1 agonist: 0%; EPAC1 antag: 7%; PI5P4Ka inh: -12; PTHR1 ag: inactive; HEK293 tox: 0%; GLP1R ag: -3%; IL2 activator: -0.1

How did COc1ccc(NS(=O)(=O)c2coc(C(N)=O)c2)cc1Cl do in these assays?
PLK1 PBD inh: -2%; GLP1R inv ag: 2%; EPAC1 agonist: -14%; EPAC1 antag: -7%; PI5P4Ka inh: 7; PTHR1 ag: -4%; HEK293 tox: 1%; GLP1R ag: -7%; IL2 activator: -1.3

Results for Cc1ccc2c(c1)N(C(=O)CCC(=O)NCc1cccc(Br)c1)CC(C)O2 (stereo not drawn) ?
PLK1 PBD inh: -13%; GLP1R inv ag: inconclusive; EPAC1 agonist: -2%; EPAC1 antag: -26%; PI5P4Ka inh: 12; PTHR1 ag: inactive; HEK293 tox: -7%; GLP1R ag: -1%; IL2 activator: -2.7

How did Cc1ccc(NC(=O)Cn2cnc([N+](=O)[O-])c2)cc1C do in these assays?
PLK1 PBD inh: -14%; GLP1R inv ag: 1%; EPAC1 agonist: 14%; EPAC1 antag: 0%; PI5P4Ka inh: 1; PTHR1 ag: inactive; HEK293 tox: 15%; GLP1R ag: 6%; IL2 activator: 0.5

How did COCn1c(-c2cccc(Br)c2)nc2ccccc21 do in these assays?
PLK1 PBD inh: -11%; GLP1R inv ag: inconclusive; EPAC1 agonist: 8%; EPAC1 antag: -11%; PTHR1 ag: 2%[57.5 µM]; HEK293 tox: 15%; GLP1R ag: 11%; IL2 activator: 1.6

What do the screens show for `CC(OC(=O)c1ccc(Cl)nc1)C(=O)NCc1ccc2c(c1)OCO2` (stereo not drawn)?
PLK1 PBD inh: -10%; GLP1R inv ag: 14%; EPAC1 agonist: -10%; EPAC1 antag: -24%; PI5P4Ka inh: 3; PTHR1 ag: 23%; HEK293 tox: -1%; GLP1R ag: 0%; IL2 activator: -0.7

Results for O=C(COC(=O)Cc1ccc(F)cc1)Nc1ccc(Cl)cn1 ?
PLK1 PBD inh: 4%; GLP1R inv ag: 4%; EPAC1 agonist: 5%; EPAC1 antag: -10%; PI5P4Ka inh: 3; PTHR1 ag: -2%; HEK293 tox: 0%; GLP1R ag: 12%; IL2 activator: -0.2

What do the screens show for `O=C1c2ccccc2C(=O)N1c1ccc(S(=O)(=O)N2CCCCC2)cc1`?
PLK1 PBD inh: -4%; GLP1R inv ag: 10%; EPAC1 agonist: 3%; EPAC1 antag: 4%; PI5P4Ka inh: 3; PTHR1 ag: -66%; HEK293 tox: 1%; GLP1R ag: -7%; IL2 activator: -0.1

Results for CC1(C)CC(=O)C(C=NCCN2CCN(CCCCS(=O)(=O)O)CC2)=C(O)C1 ?
PLK1 PBD inh: -8%; GLP1R inv ag: 0%; EPAC1 agonist: -2%; EPAC1 antag: 12%; PTHR1 ag: inactive; HEK293 tox: -5%; GLP1R ag: -6%; IL2 activator: 2.2

How did Cc1ccc(CNC(=O)c2ccc(N3CCC4(CC3)CC(c3ccccc3)=NO4)c(NC(=O)c3ccccc3)c2)cc1 do in these assays?
PLK1 PBD inh: -15%; GLP1R inv ag: 1%; EPAC1 agonist: -9%; EPAC1 antag: -25%; PI5P4Ka inh: 1; PTHR1 ag: -17%; HEK293 tox: 3%; GLP1R ag: -2%; IL2 activator: 0.1

What do the screens show for `COc1ccccc1CN1CCN(C(CC(C)C)c2nnnn2Cc2cccs2)CC1` (stereo not drawn)?
PLK1 PBD inh: -2%; GLP1R inv ag: inconclusive; EPAC1 agonist: -1%; EPAC1 antag: 3%; PI5P4Ka inh: 6; PTHR1 ag: -1%[57.5 µM]; HEK293 tox: -22%; GLP1R ag: 2%; IL2 activator: -0.3

How did Cc1sc2nc(CSC(C)C(=O)Nc3ccc(C#N)cc3)[nH]c(=O)c2c1C (stereo not drawn) do in these assays?
PLK1 PBD inh: inconclusive; GLP1R inv ag: 17%; EPAC1 agonist: -62%[inhibitor]; EPAC1 antag: -10%; PI5P4Ka inh: inconclusive; PTHR1 ag: inactive; HEK293 tox: -5%; GLP1R ag: 3%; IL2 activator: 0.7

Results for CN1CCC(=NNC(=O)c2cn(-c3ccccc3)nc2-c2ccccc2)CC1 ?
PLK1 PBD inh: 0%; GLP1R inv ag: 3%; EPAC1 agonist: -2%; EPAC1 antag: 9%; PI5P4Ka inh: 0; PTHR1 ag: -6%; HEK293 tox: -6%; GLP1R ag: 13%; IL2 activator: -4.2

Results for CCn1c(O)c(N=NC(=O)CNc2cccc(C)c2)c2ccccc21 ?
PLK1 PBD inh: -2%; GLP1R inv ag: 2%; EPAC1 agonist: 1%; EPAC1 antag: -18%; PI5P4Ka inh: -1; PTHR1 ag: inactive; HEK293 tox: -4%; GLP1R ag: 28%; IL2 activator: -0.4

What do the screens show for `C#CCNC(=O)C1=C[C@H](c2cn(C(C)=O)c3ccccc23)C[C@H](OCc2ccc(CO)cc2)O1`?
PLK1 PBD inh: 1%; GLP1R inv ag: inconclusive; EPAC1 agonist: 8%; EPAC1 antag: 4%; PI5P4Ka inh: 2; PTHR1 ag: inactive; HEK293 tox: 0%; GLP1R ag: 9%; IL2 activator: -0.3

How did CC(C)c1ccc(NC(=O)CCNS(=O)(=O)c2ccc3[nH]c(=O)oc3c2)cc1 do in these assays?
PLK1 PBD inh: -16%; GLP1R inv ag: inconclusive; EPAC1 agonist: 2%; EPAC1 antag: -15%; PI5P4Ka inh: -6; PTHR1 ag: inactive; HEK293 tox: -20%; GLP1R ag: -6%; IL2 activator: -1.0

What do the screens show for `Cc1ccc(S(=O)(=O)N2CCOCC2)cc1C(=O)NC(C)CCc1ccccc1` (stereo not drawn)?
PLK1 PBD inh: -4%; GLP1R inv ag: inconclusive; EPAC1 agonist: -4%; EPAC1 antag: 15%; PI5P4Ka inh: -2; PTHR1 ag: -21%; HEK293 tox: -22%; GLP1R ag: 1%; IL2 activator: 3.0

How did CCOc1ccccc1N1CCN(c2ncnc3scc(-c4ccc(OC)cc4)c23)CC1 do in these assays?
PLK1 PBD inh: 3%; GLP1R inv ag: inconclusive; EPAC1 agonist: -11%; EPAC1 antag: -4%; PI5P4Ka inh: 7; PTHR1 ag: -79%[inhibitor]; HEK293 tox: -23%; GLP1R ag: -1%; IL2 activator: -2.5

What do the screens show for `CCN1CCCC1CNCc1cc(OC)c(OC)c(OC)c1` (stereo not drawn)?
PLK1 PBD inh: 0%; GLP1R inv ag: 0%; EPAC1 agonist: -5%; EPAC1 antag: -25%; PTHR1 ag: 7%; HEK293 tox: 5%; GLP1R ag: 23%; IL2 activator: -0.1

Results for O=C(CN1C(=O)COCC1=O)N1CCOCC1 ?
PLK1 PBD inh: -7%; GLP1R inv ag: 0%; EPAC1 agonist: 1%; EPAC1 antag: -10%; PTHR1 ag: -19%; HEK293 tox: 3%; GLP1R ag: -11%; IL2 activator: -2.3

What do the screens show for `CSc1ccc(C2=C/C(=C3/SC(=S)NC3=O)c3ccccc3O2)cc1`?
PLK1 PBD inh: -4%; GLP1R inv ag: 14%; EPAC1 agonist: 12%; EPAC1 antag: -5%; PI5P4Ka inh: -22; PTHR1 ag: -5%; HEK293 tox: 0%; GLP1R ag: 7%; IL2 activator: 0.0

How did COc1ccc(S(=O)(=O)c2cn(CC(=O)Nc3ccccc3)c3ccc(Cl)cc3c2=O)cc1 do in these assays?
GLP1R inv ag: 1%; PTHR1 ag: -27%; HEK293 tox: 6%; GLP1R ag: -2%

Results for CCC(CC)NC(=O)CN1CCN(S(=O)(=O)c2cccs2)CC1 ?
PLK1 PBD inh: -2%; GLP1R inv ag: 5%; EPAC1 agonist: 5%; EPAC1 antag: 2%; PI5P4Ka inh: 8; PTHR1 ag: inactive; HEK293 tox: 10%; GLP1R ag: -3%; IL2 activator: -2.2

Ordered by number of heavy atoms (ascending): some entries from above
Results for CCC(CC)NC(=O)CN1CCN(S(=O)(=O)c2cccs2)CC1 ?
PLK1 PBD inh: -2%; GLP1R inv ag: 5%; EPAC1 agonist: 5%; EPAC1 antag: 2%; PI5P4Ka inh: 8; PTHR1 ag: inactive; HEK293 tox: 10%; GLP1R ag: -3%; IL2 activator: -2.2

How did CCOc1ccccc1N1CCN(c2ncnc3scc(-c4ccc(OC)cc4)c23)CC1 do in these assays?
PLK1 PBD inh: 3%; GLP1R inv ag: inconclusive; EPAC1 agonist: -11%; EPAC1 antag: -4%; PI5P4Ka inh: 7; PTHR1 ag: -79%[inhibitor]; HEK293 tox: -23%; GLP1R ag: -1%; IL2 activator: -2.5

How did COc1ccc(S(=O)(=O)c2cn(CC(=O)Nc3ccccc3)c3ccc(Cl)cc3c2=O)cc1 do in these assays?
GLP1R inv ag: 1%; PTHR1 ag: -27%; HEK293 tox: 6%; GLP1R ag: -2%
